AmpC no deterg = AmpC beta-lactamase inhibition without detergent. Potency, µM (highest dose often 57.1 µM), without a hit: at the highest dose activity change, negative = inhibition, most hits filed as inhibitors. 330,000 compounds, 0.52% hits. P00811. AmpC nitrocefin hydrolysis, absorbance 480 nm, 0.0001% Triton;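 further: potency means the concentration at half of the fitted maximal effect; plate controls were no compound for no effect and no enzyme for full effect; nearly all actives have a fitted effect of over 20% in size; some results filed as inactive show a strong effect at the top dose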
Target sequence (P00811 whole entry, looked up): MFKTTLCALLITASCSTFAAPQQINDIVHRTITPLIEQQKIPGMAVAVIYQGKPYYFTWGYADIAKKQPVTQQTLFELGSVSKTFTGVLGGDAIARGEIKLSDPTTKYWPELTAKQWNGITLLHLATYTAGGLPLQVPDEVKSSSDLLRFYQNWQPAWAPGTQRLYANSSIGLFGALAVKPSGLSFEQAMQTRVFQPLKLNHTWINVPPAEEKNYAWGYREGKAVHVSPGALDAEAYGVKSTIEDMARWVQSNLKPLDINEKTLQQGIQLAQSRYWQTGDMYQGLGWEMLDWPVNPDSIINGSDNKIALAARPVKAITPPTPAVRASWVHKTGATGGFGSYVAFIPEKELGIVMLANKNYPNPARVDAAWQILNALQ
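20 mM phosphate pH 7.0 + 0.01% (detergent screen) or 0.0001% Triton X-100; 5.3 nM AmpC reagent; cpd preinc 15 min RT; nitrocefin (800 uM stock) to start; A480 q20 s × 4 min; Activity was normalised to no-enzyme and no-compound control wells.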
HCMV inh = blocks human cytomegalovirus replication. HFF cells, HCMV-luciferase reporter, 72 h; hits give low values. activity change, negative = inhibition, % at 57.5 µM. 410,000 compounds, 4.5% hits; in the data active means activity change below about -60%; inconclusive means no clear call, values can overlap the other calls; inactive means above about -39%
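Screen run at 2 compound doses on HFFs infected with reporter HCMV, MOI 1 PFU/cell. Luciferase activity from cell lysates at 72 h post infection gave inhibition relative to buffer-only and Salinomycin wells.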
HCV inhibitor = inhibitors of hepatitis C virus infection; Potency, µM (series often up to 41.8 µM), inactives show top-dose activity change, negative = inhibition, most hits filed as inhibitors; Huh7.5.1 HCVcc-Cre infection, luciferase reporter, 44 h; 340,000 compounds, 3.4% hits; further: potency means the concentration at half of the fitted maximal effect
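After 44 h co-culture of compound, cells and HCVcc-Cre (~0.5 moi), substrate is added for 15 min at room temperature and luciferase measured over 15 sec. Cells were seeded at 1,000/well and pre-cultured 4 h.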
TbPYK inhibitor = T. brucei pyruvate kinase inhibition; Potency, µM (series often up to 76.8 µM), for inactives: top-dose activity, negative = inhibition, hits mostly inhibitors; 410,000 compounds, 0.12% hits; TbPYK enzyme, Kinase-Glo Plus ATP luminescence, 45 min; Q57TT1; further: potency means the concentration at half of the fitted maximal effect; nearly all actives have a fitted effect of over 50% in size
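TbPYK + substrate in 50 mM TEA pH 7.2, 100 mM KCl, 10 mM MgCl2, 0.05% BSA, 0.01% Tween-20; cpd pinned; ADP 130 uM final; 45 min RT; Kinase-Glo Plus 10 min; luminescence endpoint.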
LmPK inh = LmPK (Leishmania mexicana) enzyme inhibition. Potency, µM (highest dose often 57.5 µM), without a hit: top-dose activity change, negative = inhibition, actives largely listed as inhibitors. 290,000 compounds, 0.37% hits. purified LmPK, Kinase-Glo ATP luminescence, 1 h. Q27686; further: potency means the concentration at half of the fitted maximal effect
Target sequence (Q27686 whole entry, looked up): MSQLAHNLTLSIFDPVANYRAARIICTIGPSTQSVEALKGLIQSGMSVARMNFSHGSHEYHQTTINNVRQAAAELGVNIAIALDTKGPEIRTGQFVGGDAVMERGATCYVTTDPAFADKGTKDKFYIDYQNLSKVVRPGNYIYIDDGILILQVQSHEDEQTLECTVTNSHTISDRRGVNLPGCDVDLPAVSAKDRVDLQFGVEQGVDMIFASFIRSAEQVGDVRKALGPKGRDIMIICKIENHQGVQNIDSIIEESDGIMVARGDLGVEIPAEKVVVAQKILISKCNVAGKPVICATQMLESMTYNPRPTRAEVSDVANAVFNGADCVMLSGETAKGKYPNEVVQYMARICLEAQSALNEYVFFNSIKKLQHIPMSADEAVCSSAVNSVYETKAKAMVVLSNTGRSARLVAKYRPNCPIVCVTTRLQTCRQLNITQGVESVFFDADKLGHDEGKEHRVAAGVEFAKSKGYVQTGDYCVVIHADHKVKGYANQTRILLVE
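qHTS format; LmPK 0.1 nM; substrates PEP 0.5 mM and ADP 0.1 mM. One-hour room-temperature incubation, then coupled luciferase luminescence; 0.5 nM enzyme wells mark activation.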
AmpC detergent = blocks E. coli AmpC beta-lactamase in detergent assay | 370,000 compounds, 0.041% hits | AID 485294 | P00811 | Potency, µM (top dose mostly 114 µM), for the others: at the top dose activity change, negative = inhibition, most hits filed as inhibitors | AmpC hydrolysis of nitrocefin, absorbance 480 nm, 0.01% Triton;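 further: potency means the concentration at half of the fitted maximal effect; 0% = no-compound wells and -100% = no-enzyme wells; nearly all actives have a fitted effect of over 25% in size; some results filed as inactive show a strong effect at the top dose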
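AmpC (5.3 nM in the dispensed reagent) in 20 mM phosphate pH 7.0 with 0.01% (detergent screen) or 0.0001% Triton X-100 was preincubated with compounds for 15 min at room temperature. Nitrocefin was then added from an 800 uM solution, and hydrolysis was followed at 480 nm.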
AMA1-RON2 inh = disrupts binding of P. falciparum AMA1 to RON2. AlphaScreen AMA1-biotinylated RON2 peptide binding. 360,000 compounds, 0.2% hits. Potency, µM (highest dose often 58.2 µM), inactives show at the highest dose activity change, negative = inhibition, usual class: inhibitors;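 further: potency means the concentration at half of the fitted maximal effect; 0% = vehicle wells and -100% = peptide control; nearly all actives have a fitted effect of over 45% in size; some results filed as inactive show a strong effect at the top dose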
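AMA1 (3D7) with his tag at 25 nM final met compounds first, then biotinylated RON2 peptide at 25 nM; detection used donor plus acceptor beads, 10 µg/mL apiece, read by AlphaScreen after 30 min at room temperature.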
Numbers without * were called inactive; & = joins results of further samples; [ ] = remark or other dose. Unless noted, the call rests on the fitted dose curve; in most records, active means well fitted curve in the direction sought with a large enough effect; inconclusive means small, poorly fitted or top-dose-only effect, or another doubt; inactive means no such curve, though single readings can be large; an effect the other way counts as inactive or inconclusive. Unless noted, on the % scale 0 is the no-effect control and ±100 the full control effect.

What do the screens show for `Clc1ccc(NNc2ccnc3cc(Cl)ccc23)cc1`?
AmpC no deterg: -18.6%; HCMV inh: -69.4*; HCV inhibitor: -13.0%; TbPYK inhibitor: -0.4%; LmPK inh: 1.6%; AmpC detergent: inconclusive; AMA1-RON2 inh: inconclusive

Results for COc1ccccc1CNC(=O)CN1C(=O)CCn2nc(-c3ccccc3)cc21 ?
HCMV inh: 7.8; TbPYK inhibitor: 3.0%; AmpC detergent: 27.2%

Results for CNC(=O)c1csc(-c2ccccc2)n1 ?
AmpC no deterg: -17.1%; HCMV inh: 153.7; HCV inhibitor: 11.4%; TbPYK inhibitor: 1.7%; LmPK inh: -12.3%; AmpC detergent: 1.5%; AMA1-RON2 inh: 11.8%

What do the screens show for `CCCNC(=O)c1nn2cc(Br)cnc2c1Cl`?
AmpC no deterg: -15.5%; HCMV inh: -11.8; HCV inhibitor: -5.3%; TbPYK inhibitor: -10.1%; LmPK inh: 10.0%; AmpC detergent: 4.8%; AMA1-RON2 inh: -2.5%

Results for CCNC(=O)c1ccc(OCC(=O)Nc2ccc(F)cc2)c(OC)c1 ?
AmpC no deterg: -23.0%; HCMV inh: -5.7; HCV inhibitor: -20.9%; TbPYK inhibitor: -2.0%; LmPK inh: -10.6%; AmpC detergent: 1.4%; AMA1-RON2 inh: -1.5%

What do the screens show for `CCOC(=O)c1nnn(-c2ccc([N+](=O)[O-])cc2)c1C`?
AmpC no deterg: -11.3%; HCMV inh: 23.3; HCV inhibitor: 11.0%; TbPYK inhibitor: -0.5%; LmPK inh: -2.7%; AmpC detergent: 0.6%; AMA1-RON2 inh: 41.3%[activator]

Results for Cc1cc(N)n(-c2ccc(C(=O)O)cc2)n1 ?
AmpC no deterg: -28.1%; HCMV inh: -16.1; HCV inhibitor: -6.7%; TbPYK inhibitor: -8.9%; LmPK inh: -7.5%; AmpC detergent: 5.8%; AMA1-RON2 inh: -9.2%

What do the screens show for `COc1ccc(S(=O)(=O)Nc2cc3c4c(c2)CC(=O)N4CCC3)cc1`?
AmpC no deterg: 3.8%; HCMV inh: -9.3; HCV inhibitor: -15.3%[8.37 µM]; TbPYK inhibitor: -0.1%; AmpC detergent: -3.8%; AMA1-RON2 inh: 4.0%

How did CN1C(C(=O)NCc2ccco2)CC2Cn3c(nc4cc(Cl)c(Cl)cc43)C21 (stereo not drawn) do in these assays?
AmpC no deterg: 10.7%; HCMV inh: 6.4; HCV inhibitor: 9.5%; TbPYK inhibitor: -4.6%; LmPK inh: 3.2%; AmpC detergent: -5.2%; AMA1-RON2 inh: -7.0%

Results for COc1ccccc1N1CCN(CCCNC(=O)Cn2ncc3c([nH]c4ccccc43)c2=O)CC1 ?
AmpC no deterg: 32.4%; HCMV inh: -27.1&-9.4; HCV inhibitor: -15.8%; TbPYK inhibitor: 1.2%&2.7%; LmPK inh: 3.3%; AmpC detergent: -10.0%&11.6%; AMA1-RON2 inh: 14.3%

Results for CCOc1ccc(NC(=O)c2ccc(NC(=O)c3cn4c5c(c(N6CCN(C)CC6)c(F)cc5c3=O)OCC4C)cc2)cc1 (stereo not drawn) ?
AmpC no deterg: -1.3%; HCMV inh: -3.9; HCV inhibitor: -27.8%; TbPYK inhibitor: 2.2%; LmPK inh: -2.9%; AmpC detergent: -11.8%; AMA1-RON2 inh: 11.7%

Results for CC(=O)Nc1ccc2nc(SCCOc3ccccc3)sc2c1 ?
HCMV inh: -78.2*; TbPYK inhibitor: 0.4%; AmpC detergent: 18.8%

What do the screens show for `CCOC(=O)Cn1cc(C(=O)c2ccccc2F)c2ccccc21`?
AmpC no deterg: -3.1%; HCMV inh: 5.1; HCV inhibitor: -17.6%; TbPYK inhibitor: -5.0%; LmPK inh: 4.8%; AmpC detergent: 6.2%; AMA1-RON2 inh: -17.1%

Results for COCC(=O)NC1CCN(CC(=O)Nc2ccc(OC)cc2[N+](=O)[O-])CC1 ?
AmpC no deterg: 20.4%; HCMV inh: -31.2; HCV inhibitor: -4.1%; TbPYK inhibitor: 1.1%; LmPK inh: -0.6%; AmpC detergent: inconclusive; AMA1-RON2 inh: 0.0%

How did COC(=O)C1=C(C)N(C)C(C)=C(C(=O)OC)C1c1ccc(F)c(Br)c1 do in these assays?
AmpC no deterg: 17.3%; HCMV inh: 11.0; HCV inhibitor: -13.8%; TbPYK inhibitor: 5.5%; LmPK inh: -0.1%; AmpC detergent: -15.5%; AMA1-RON2 inh: -8.3%

Results for COc1cc(C(=O)Nc2ccc(-n3cnnn3)c(C)c2)cc(OC)c1OC ?
AmpC no deterg: -5.1%; HCMV inh: 19.6; HCV inhibitor: inconclusive; TbPYK inhibitor: 0.8%; LmPK inh: -3.4%; AmpC detergent: inconclusive; AMA1-RON2 inh: 0.9%

How did CCOC(=O)N1CCN(C(=O)CN(c2cccc(OC)c2)S(C)(=O)=O)CC1 do in these assays?
AmpC no deterg: -18.4%; HCMV inh: 15.1; HCV inhibitor: 4.8%; TbPYK inhibitor: 3.4%; LmPK inh: -3.3%; AmpC detergent: -1.9%; AMA1-RON2 inh: 1.3%

Results for S=C(NCc1cccnc1)Nc1cc(Cl)cc(Cl)c1 ?
AmpC no deterg: -36.7%; HCMV inh: -8.9; HCV inhibitor: 7.1%; TbPYK inhibitor: -0.3%; LmPK inh: 1.6%; AmpC detergent: 0.0%; AMA1-RON2 inh: 12.9%

How did O=C(CCSCCc1ccccn1)Nc1ccccn1 do in these assays?
AmpC no deterg: -8.0%; HCMV inh: 0.5; HCV inhibitor: -1.7%; TbPYK inhibitor: -6.1%; LmPK inh: -6.8%; AmpC detergent: -18.5%; AMA1-RON2 inh: 5.2%

Results for COc1ccc(S(=O)(=O)N2CCCCCC2)cc1C(=O)N(C)Cc1cccs1 ?
AmpC no deterg: 39.8%; HCMV inh: inconclusive; HCV inhibitor: inconclusive; TbPYK inhibitor: -2.8%; AmpC detergent: inconclusive; AMA1-RON2 inh: 4.8%

What do the screens show for `Cc1occc1C(=O)N/N=C/c1ccccn1`?
AmpC no deterg: -6.8%; HCMV inh: 114.7; HCV inhibitor: 0.4%; TbPYK inhibitor: -11.6%; LmPK inh: inconclusive; AmpC detergent: -3.9%; AMA1-RON2 inh: 122.6%[activator]

What do the screens show for `Cc1ccnc2ccc(-c3nc4ccccc4o3)cc12`?
AmpC no deterg: -7.0%; HCMV inh: 72.3; HCV inhibitor: inconclusive; TbPYK inhibitor: -13.2%; LmPK inh: -10.0%; AmpC detergent: 3.4%; AMA1-RON2 inh: 10.0%

What do the screens show for `O=C1OCc2ccc(NC(=O)c3c(F)cccc3Cl)cc21`?
AmpC no deterg: -11.0%; HCMV inh: -85.2*; HCV inhibitor: -7.6%; TbPYK inhibitor: 2.8%; LmPK inh: -5.3%; AmpC detergent: inconclusive; AMA1-RON2 inh: 2.9%

What do the screens show for `Cc1cccc(C)c1NC(=O)CSc1nc(C2CC2)nc2ccccc12`?
AmpC no deterg: 1.2%; HCMV inh: -7.5; HCV inhibitor: -7.0%; TbPYK inhibitor: -1.3%; LmPK inh: 0.3%; AmpC detergent: -4.2%; AMA1-RON2 inh: -4.6%

Grouped by structure, the compounds so far with an aryl thioether with sulfur outside any ring
Results for CC(=O)Nc1ccc2nc(SCCOc3ccccc3)sc2c1 ?
HCMV inh: -78.2*; TbPYK inhibitor: 0.4%; AmpC detergent: 18.8%

What do the screens show for `Cc1cccc(C)c1NC(=O)CSc1nc(C2CC2)nc2ccccc12`?
AmpC no deterg: 1.2%; HCMV inh: -7.5; HCV inhibitor: -7.0%; TbPYK inhibitor: -1.3%; LmPK inh: 0.3%; AmpC detergent: -4.2%; AMA1-RON2 inh: -4.6%

Next compounds:
What do the screens show for `CCCN(CCC)C(=O)c1ccccc1C(=O)N(CCC)CCC`?
AmpC no deterg: -4.5%; HCMV inh: 9.5; HCV inhibitor: -1.6%; TbPYK inhibitor: 2.5%; LmPK inh: 10.5%; AmpC detergent: 1.9%; AMA1-RON2 inh: -4.8%

Results for CCOC(=O)c1ccc(NC(=O)Nc2ccc3c4c(cccc24)C(=O)N3CC)cc1 ?
AmpC no deterg: -9.2%; HCMV inh: 8.4; HCV inhibitor: 0.3%; TbPYK inhibitor: -12.4%; LmPK inh: 2.1%; AmpC detergent: 1.8%; AMA1-RON2 inh: 1.8%

Results for CCOc1ccc(C2C(C(N)=O)=C(C)Nc3nc(-c4cccc(Cl)c4)nn32)cc1OC (stereo not drawn) ?
HCMV inh: 13.4; TbPYK inhibitor: 0.4%; AmpC detergent: 1.9%

Results for COC(=O)c1cc(NC(=O)c2ccccc2F)cc(C(=O)OC)c1 ?
AmpC no deterg: 0.7%; HCMV inh: -32.8; HCV inhibitor: -3.7%; TbPYK inhibitor: -6.2%; LmPK inh: -16.1%; AmpC detergent: 5.4%; AMA1-RON2 inh: 8.9%

What do the screens show for `c1ccc2c(c1)OCC(CNc1ncnc3sccc13)O2` (stereo not drawn)?
AmpC no deterg: -34.0%; HCMV inh: -63.3*; HCV inhibitor: 1µM*; TbPYK inhibitor: -3.9%; LmPK inh: -0.9%; AmpC detergent: -3.3%; AMA1-RON2 inh: 7.0%

How did CC(C)(C)OC(=O)CNC(=O)c1nc[nH]c1C(=O)N1CCc2ccccc2C1 do in these assays?
AmpC no deterg: 11.5%; HCMV inh: inconclusive; HCV inhibitor: 3.2%; TbPYK inhibitor: -5.1%; LmPK inh: -1.1%; AmpC detergent: -13.3%; AMA1-RON2 inh: 17.1%

Results for Cc1ccc(N2CCN(CC(O)COc3ccc([N+](=O)[O-])cc3)CC2)cc1 (stereo not drawn) ?
AmpC no deterg: 3.1%; HCMV inh: 8.4; HCV inhibitor: -12.0%; TbPYK inhibitor: -1.2%; LmPK inh: -2.2%; AmpC detergent: -10.8%; AMA1-RON2 inh: 11.3%

What do the screens show for `O=C(Nc1ccc(F)cc1)c1oc2ccccc2c1NC(=O)C1CCCC1`?
AmpC no deterg: -27.0%; HCMV inh: -15.4; HCV inhibitor: -14.9%; TbPYK inhibitor: 0.6%; LmPK inh: 11.5%; AmpC detergent: -0.7%; AMA1-RON2 inh: 0.5%

How did N#Cc1c(NC(=O)c2ccc([N+](=O)[O-])o2)sc2c1CCC2 do in these assays?
AmpC no deterg: -18.7%; HCMV inh: inconclusive; HCV inhibitor: -2.4%; TbPYK inhibitor: -13.5%; LmPK inh: -13.5%; AmpC detergent: -4.6%; AMA1-RON2 inh: -18.3%
